Screening results (PubChem)
KCNH2 3.1 inh: qHTS for Inhibitors of KCHN2 3.1: Mutant qHTS. activity change, % (tested at about 1.8 µM). AID 720553, 2013. 340,000 tested, 0.95% active. Potassium voltage-gated channel subfamily H member 2, brain isoform KCNH2 3.1 (human). U2OS KCNH2 3.1, thallium flux FluxOr; active compounds read low;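 active = maximum activity change below -70%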;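 also: thallium influx rate constant from kinetic fluorescence after stimulation buffer; % is scaled to controls: 0 for no effect and ±100 for the full control effect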
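Steps: virus added to U2OS suspension (4 h, RT, dark); medium with 10% FBS added, cells plated, 37 C overnight; FluxOr/Red40 loading buffer 45 min RT; stimulation buffer, 2 min kinetic read; rate constant normalized.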
TCR activator: Activators of T cell receptors: qHTS campaign | primary human leukocytes, anti-CD3, IL-2 HTRF, 48 h | Potency, µM (series often up to 9.22 µM), for the others: at the top dose activation of IL-2 secretion, usual class: activators | 330,000 tested, under 10 active | AID 504894, 2011; active = well fitted activation curve with a large enough effect; also: % of control where 0% means no effect
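Primary human leukocytes receive a-CD3 beads and test compound and are incubated 48 hr. Secreted IL-2 is then assayed by HTRF, measuring 665nm acceptor emission after 320nm excitation of the europium donor.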
KCNH2 WT inh: qHTS for Inhibitors of KCHN2 3.1: Wildtype qHTS; U2OS, BacMam KCNH2, thallium flux FluxOr; active compounds read low; activity change, % at 1.84 µM; 340,000 tested, 0.37% active; AID 720551, 2013;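 active = maximum activity change below -70%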; also: % is scaled to controls: 0 for no effect and ±100 for the full control effect
Target sequence (Q12809 whole entry, looked up): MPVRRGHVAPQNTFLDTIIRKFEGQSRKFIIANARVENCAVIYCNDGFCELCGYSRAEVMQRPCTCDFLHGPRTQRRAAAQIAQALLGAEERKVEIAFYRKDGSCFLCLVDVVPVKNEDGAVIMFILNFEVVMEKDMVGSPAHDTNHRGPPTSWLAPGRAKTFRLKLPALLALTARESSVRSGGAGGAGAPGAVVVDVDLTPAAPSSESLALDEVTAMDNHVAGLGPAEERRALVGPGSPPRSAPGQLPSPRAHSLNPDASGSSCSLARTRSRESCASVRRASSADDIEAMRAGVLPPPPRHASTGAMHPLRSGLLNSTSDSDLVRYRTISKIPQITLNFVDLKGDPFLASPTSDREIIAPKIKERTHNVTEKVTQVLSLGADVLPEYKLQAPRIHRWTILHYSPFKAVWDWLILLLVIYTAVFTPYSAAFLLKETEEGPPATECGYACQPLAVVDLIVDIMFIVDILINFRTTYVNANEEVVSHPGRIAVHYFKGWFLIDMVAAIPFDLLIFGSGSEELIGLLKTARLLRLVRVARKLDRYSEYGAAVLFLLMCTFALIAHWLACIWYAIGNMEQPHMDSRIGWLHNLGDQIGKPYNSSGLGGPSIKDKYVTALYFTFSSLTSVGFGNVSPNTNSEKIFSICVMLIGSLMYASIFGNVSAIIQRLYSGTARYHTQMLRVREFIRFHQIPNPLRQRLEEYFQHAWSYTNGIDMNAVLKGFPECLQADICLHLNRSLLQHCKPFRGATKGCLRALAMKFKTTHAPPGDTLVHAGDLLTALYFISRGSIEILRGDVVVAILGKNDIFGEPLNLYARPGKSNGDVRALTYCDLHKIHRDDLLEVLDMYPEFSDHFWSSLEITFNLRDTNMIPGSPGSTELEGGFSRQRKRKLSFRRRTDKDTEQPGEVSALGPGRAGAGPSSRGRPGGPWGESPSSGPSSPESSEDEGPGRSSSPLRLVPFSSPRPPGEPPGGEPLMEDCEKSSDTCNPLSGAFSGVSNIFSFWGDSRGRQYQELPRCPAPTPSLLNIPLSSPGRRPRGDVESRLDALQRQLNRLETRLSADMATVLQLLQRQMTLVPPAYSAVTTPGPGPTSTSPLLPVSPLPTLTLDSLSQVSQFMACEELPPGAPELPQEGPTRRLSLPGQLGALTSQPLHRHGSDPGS
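U2OS cells were transduced with wild-type KCNH2 virus (2.03 x 10^8 / mL) for 4 h at room temperature, then cultured overnight at 37 C. Thallium flux was read with FluxOr dye. Rate constants were normalized to DMSO controls.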
* marks the source's active call; other numbers are inactive results.

canonical_smiles	TCR activator	KCNH2 WT inh	KCNH2 3.1 inh
CC(=O)NC12CC3CC(C1)CC(C(=O)Nc1ccc(C)c(S(=O)(=O)N4CCCCCC4)c1)(C3)C2	4%	-4	14
COCCN(C(=O)c1cc(-c2ccccc2Cl)nc2ccccc12)c1c(N)n(CC(C)C)c(=O)[nH]c1=O	-19%	-6	6
CCOC(=O)C1(C(=O)OCC)C(C(=O)c2ccccc2)C1c1ccccc1 (stereo not given)	-12%	0	-12
Cc1ccc(Nc2nc(-c3ccc(S(=O)(=O)N4CCOCC4)cc3)cs2)cc1	2%	18	-2
CCOC(=O)C[C@H]1c2ccc(C(F)(F)F)cc2S(=O)(=O)N1Cc1ccccc1	-2%	6	2
CCCCOCCO	4%	-7	-9
COC(C[C@H]1O[C@@H]1[C@H](O)[C@H](C)OCc1ccccc1)OC	-8%	-13	18
NC(=O)C1=C[C@@H](c2ccccc2)C[C@@H](OCCCCO)O1	-3%	-1	10
CC(C)CN1CC(C)C(=O)N(c2ccccc2)C1=S (stereo not given)	1%	-3	17
COC(=O)C1=C(C(=O)OC)[C@@H]2Nc3ccccc3[C@@]23C[C@@H](C(=O)OC)N(C(=O)c2cc(C)oc2C)C3=N1	0%	-9	-22
COc1ccc2nc(-c3ccccc3)[nH]c(=O)c2c1	0%	1	-2
CCOC(=O)C1Nc2c(cc(C(F)(F)F)cc2[N+](=O)[O-])C2c3ccccc3CC12 (stereo not given)	-1%	-11	-6
NC1=C(Cl)C(=O)c2ccc(S(N)(=O)=O)cc2C1=O	4%	-2	-9
CCOC(=O)c1ccc2[nH]c(C)c(C)c2c1	-24%	5	-1
CCOc1cc(/C=C(\CC(=O)O)c2nc3ccccc3s2)ccc1OCC(=O)Nc1cccc(C(F)(F)F)c1	-7%	-258*	-26

(list continues)
canonical_smiles	TCR activator	KCNH2 WT inh	KCNH2 3.1 inh
C(#CCN1CCOCC1)CCCN1CCOCC1	9%	-3	-6
CCCCN1CC(COCc2ccccc2)Oc2cccc(NCc3ccc(OC)cc3)c2S1(=O)=O (stereo not given)	3%	3	-18
NC(=S)NN=C1c2cc(Cl)ccc2-c2c1cc(Cl)cc2[N+](=O)[O-]	-5%	2	3
CCN1C(=O)N[C@H](c2ccccc2)C(C(C)=O)=C1C	14%	-8	8
COc1cc(/C=C(\C(=O)O)c2ccc(S(=O)(=O)N3CCCC3)s2)ccc1OCCC(C)C	-7%	-3	4
CC(Oc1nc2c(c(=O)n(C)c(=O)n2C)n1C)C1CCCCC1 (stereo not given)	-7%	-15	1
Cc1ccc(C(=O)NC(C)C2CC3CCC2C3)cc1 (stereo not given)	0%	-11	1
N#Cc1c(NC(=O)CN2C(=O)c3ccccc3C2=O)oc(-c2ccccc2)c1-c1ccccc1	1%	8	-4
CCOc1ccc(C2C(C(=O)NC)=C(C)Nc3nc4ccccc4n32)cc1OC (stereo not given)	8%	3	-1
CC1OC(c2ccccc2)OC2COC(c3ccccc3)OC12 (stereo not given)	4%	5	2
O=C1NC(=O)C(=Cc2ccccc2[N+](=O)[O-])S1	-9%	-1	-9
Cc1noc(C)c1C(=O)OCC(=O)/C=C1/N(C)c2ccccc2C1(C)C	2%	24	-11
CS(=O)(=O)N(CC(=O)N1CCc2ccccc2C1)c1ccccc1F	4%	-3	-3
O=C(NC(=S)Nc1ccccc1Br)C1CC1	-2%	-9	-4
Cc1ccc(Cn2c(C)c3cnn(CC(=O)NCCN4CCOCC4)c(=O)c3c2C)cc1	-6%	-15	5

The listing continues:
canonical_smiles	TCR activator	KCNH2 WT inh	KCNH2 3.1 inh
CC(C)CCN1CCC(CN2C(=S)NC[C@@H]2Cc2ccccc2)CC1	-1%	31	-5
COc1ccc(CNc2ccncc2)c(OC)c1OC	3%	-5	-13
C/C(CC(=O)Nc1ccccc1C(F)(F)F)=N\NC(=O)c1cnccn1	4%	1	-14
O=C1OCC2=C1C(c1ccc(Cl)cc1)c1cc3c(cc1O2)OCO3 (stereo not given)	1%	-4	-23
C=C(C)CNC(=O)C1CCC(=O)N(CCCc2ccccc2)C1 (stereo not given)	2%	11	18
Cc1ccc(CNC(=O)C(=O)NCCCn2ccnc2)cc1	0%	1	-6
COc1ccc(CN2[C@@H](CC(=O)O)c3cc(C(F)(F)F)ccc3S2(=O)=O)cc1	-2%	0	13
CC1(C)C2(C#N)C(=O)NC(=O)C12C#N (stereo not given)	-3%	0	-15
O=C(COc1coc(CN2CCN(c3ccc(F)cc3)CC2)cc1=O)NC1CCCCC1	-19%	7	19
Cc1ccc(S(=O)(=O)NCCCNC(=O)OCc2ccccc2)cc1	-1%	-6	10
COc1cccc(NC(=O)CN(C)C(=O)c2cc(S(=O)(=O)Nc3ccccc3OC)ccc2C)c1	-3%	0	-14
Cc1cn(CC(=O)NCc2ccc(N(C)C)cc2)c(=O)[nH]c1=O	2%	-4	-6
COC(=O)/C(=C\c1ccc([N+](=O)[O-])cc1)NC(=O)c1ccccc1	-7%	0	-5
CCOC(=O)c1c(C)cc(O)cc1O	-1%	4	-6
CCCCn1c(N)c(N(CCOC)C(=O)CC(NC(=O)c2ccccc2Cl)c2ccccc2)c(=O)[nH]c1=O (stereo not given)	0%	-3	3

More results.
canonical_smiles	TCR activator	KCNH2 WT inh	KCNH2 3.1 inh
CN1CCC(CC(C(=O)N2CCCC2)(c2ccccc2)c2ccccc2)C1 (stereo not given)	-6%	5	9
CN(C(=O)c1cccc(NC(=O)Cc2ccc(NC(=O)C3CCN(C(=O)CCc4ccccc4)CC3)cc2)c1)C1CC1	0%	-3	-7
CC(=O)C12CC(C)=C(C)CC1CC1C3CCC4=CC(=O)CCC4(C)C3CCC12C (stereo not given)	-1%	2	-17
COc1ccc(NS(=O)(=O)c2ccc(C)c(C(=O)N3CCN(Cc4cc(OC)ccc4OC)CC3)c2)cc1	-1%	-5	-39
CCN(C(=O)COC(=O)c1ncc(Cl)c(Cl)c1Cl)c1c(N)n(Cc2ccccc2)c(=O)[nH]c1=O	7%	-3	-7
O=C(Nc1ccc2ccccc2c1)c1cccc2ccccc12	8%	-28	-8
NC(=O)C1(C(=O)O)OC1(c1ccc(Cl)cc1)c1ccccc1Cl (stereo not given)	-1%	-9	6
Cc1cn([C@H]2C[C@H](O)[C@@H](CCC(=O)NCCc3cnc[nH]3)O2)c(=O)[nH]c1=O	4%	5	-2
CC(=O)Nc1cc2c(cc1[N+](=O)[O-])-c1ccccc1C2=NO	-3%	0	-4
CC(C)(C)OC(=O)N1CCC(C(=O)Nc2ccc(C(=O)NC3CC3)cc2)CC1	6%	5	-7
CCOC(OCC)c1nc(N)[nH]c(=O)c1CCCCc1ccccc1	1%	1	3
CCOc1cc(CO)cc(Br)c1OCC(=O)O	-2%	24	2
Cc1nc(Nc2nc3c(c(=O)[nH]2)CCC3)nc2ccccc12	0%	-1	2
O=C(CC(=O)OCc1ccccc1)OCc1ccccc1	4%	-3	-5
CCC1Oc2ccccc2N(CC(=O)NCCCN2CCOCC2)C1=O (stereo not given)	3%	-2	2

Other compounds
canonical_smiles	TCR activator	KCNH2 WT inh	KCNH2 3.1 inh
C=CCNC(=O)c1ccc2c3n(nc2c1)-c1ccc(Cl)cc1CO3	1%	-6	9
CC(=O)OC1(C(C)=O)CCC2C3CC(C(F)(F)F)C4=CC(=O)CCC4(C)C3CCC21C (stereo not given)	-2%	10	-6
CCN(CC)c1ccc(C2C(C(C)=O)C(=O)CC(C)(O)C2C(C)=O)cc1 (stereo not given)	2%	-4	0
C[n+]1c(-c2ccccc2)cc2c(=Cc3ccccc3)c3ccccc3n21	10%	14	6
Cc1cc(C)nc(N2CCN(c3nc(-c4ccccc4)nc4c3oc3ccccc34)CC2)n1	5%	32	18
CN1C[C@@H]2[C@@H]3C(=O)N(Cc4ccccc4)C(=O)[C@@H]3[C@](Cc3ccccc3)(C1=O)N2C(=O)c1ccc(Cl)c(Cl)c1	0%	-4	0
CN(CCc1ccccc1)C(=O)c1cccc(NC(=O)Cc2cccc(NC(=O)C3CCN(C(=O)C4CCCCC4)CC3)c2)c1	-8%	-1	-14
CC(Sc1ccccc1)C(=O)N/N=C/c1ccccc1 (stereo not given)	2%	3	14
CC[C@H]1C=C[C@@H](C(C(=O)OC)C(=O)OC)CN1C(C)=O	0%	-7	-9
Nc1nc(-c2cccnc2)nn1C(=O)CCc1ccccc1	-5%	3	-3
Cc1cn(CC(=O)NCCc2c[nH]c3ccccc23)c(=O)[nH]c1=O	2%	-12	-3
CC(=O)Oc1cccc2c1C(=O)C1CC=CC(OC(C)=O)C1C2=O (stereo not given)	-6%	-16	-4
CCCCN=C1SC(C(=O)Nc2sc3c(c2C(=O)OC)CCC3)C(N)=C1C(=O)N1CCOCC1 (stereo not given)	-7%	1	-12
CC1(C)COC(c2ccccc2Cl)OC1	-3%	-4	-30
Cc1nc(CN2CCCCC2)c(O)c(=O)[nH]1	3%	-6	8

Carrying on:
canonical_smiles	TCR activator	KCNH2 WT inh	KCNH2 3.1 inh
CC1CN(Cc2ccco2)C(=S)NC1=O (stereo not given)	4%	-1	10
Cc1ccc([C@H]2C(C(=O)O)=CC[C@@H](c3cccc(Cl)c3)N2S(=O)(=O)c2ccc(C)cc2)cc1	4%	-1	6
CCOc1ccc(NC(=O)CN(C)C(=O)c2cn(-c3ccc(C)cc3)nc2-c2cccc(OC)c2)cc1OCC	2%	-1	12
Nc1ccc2c(c1)C(=O)c1cc(N)c(Cl)cc1-2	9%	-2	0
CC(=O)OCC(=O)C12OC(C)(C)OC1CC1C3CC=C4CC(O)CCC4(C)C3CCC12C (stereo not given)	-2%	12	-24
O=c1[nH]cnc2c1ncn2C1OC(CO)C(O)C1O (stereo not given)	2%	12	0
O=C(O)CN1CCNCCN(CC(=O)O)CCNCC1	1%	10	12
C=C(C)C(=O)Oc1ccc(N=Nc2ccc(C)cc2)ccc1=O	3%	-12	4
O=C(Nc1ccccc1Cl)O/N=C/c1ccc(F)cc1	-6%	2	-3
c1ccc2[nH]c(-c3ccc4c(c3)OCO4)nc2c1	21%	-3	1
CN(c1ccccc1C(=O)Nc1ccc2ccccc2c1)S(C)(=O)=O	-1%	-1	-4
Nc1ccc(-c2cnc3ccccc3n2)cc1	-4%	-15	-1
CCN1C(=O)N(C)[C@@H](c2ccccc2)C(C(C)=O)=C1C	1%	-2	2
O=S1(=O)c2ccc(Br)cc2N2CC[C@H](C2)N1Cc1ccc(Cl)cc1	9%	5	-18
CC(=O)Nc1ccc(/C(C)=N/NC(=O)c2ccc(COc3ccccc3Cl)o2)cc1	2%	1	9

Other compounds:
canonical_smiles	TCR activator	KCNH2 WT inh	KCNH2 3.1 inh
Cc1ccnc(NC(c2ccccc2)c2ccc3cccnc3c2O)c1 (stereo not given)	4%	2	-19
CN1C[C@@H]2[C@@H]3C(=O)N(C)C(=O)[C@@H]3[C@](C)(C1=O)N2C(=O)c1ccc(F)cc1	-3%	7	12
O=C(Cc1ccc(NC(=O)C2CCCN(C(=O)C3CCCCC3)C2)cc1)Nc1cccc(C(=O)N2CCCC2)c1 (stereo not given)	0%	-6	-1
CCOC(=O)C[C@H]1c2ccc(C(F)(F)F)cc2S(=O)(=O)N1c1cccc(OC)c1	3%	-2	1
O=C(Nc1ccccc1)O[C@@H]1C[C@H]2CCCC(=O)N3CC[C@@H](C1)[C@@H]23	-24%	9	1
O=C(c1ccc(-c2ccccc2Cl)o1)N1CCCCCCC1	-4%	1	2
COc1ccccc1NC(=O)CSc1n[nH]c(-c2ccco2)n1	-6%	-3	-5
CCC1CCCCN1C(=O)CCn1c(=O)oc2ccccc21 (stereo not given)	-3%	4	2
O=C(C1=C(O)C(=O)N(Cc2ccccc2)C1c1cccnc1)c1ccco1 (stereo not given)	-10%	-2	-10
Cc1cccc(NC(=O)CN2CCN(C(=O)CN3C(=O)NC4(CC(C)CC(C)(C)C4)C3=O)CC2)c1C (stereo not given)	-1%	-3	7
C=CC(=O)Nc1cccc(N(C)c2ccnc(Nc3ccc(N4CCN(C)CC4)cc3)n2)c1	0%	2	10
C[C@]1(O)CC(=O)C=C[C@H]1Nc1ccccc1	2%	-23	2

6 of the compounds above, with values under each structure.
The line under a structure holds: TCR activator | KCNH2 WT inh | KCNH2 3.1 inh
O=C(Cc1ccc(NC(=O)C2CCCN(C(=O)C3CCCCC3)C2)cc1)Nc1cccc(C(=O)N2CCCC2)c1 (stereo not given)
 : 0% | -6 | -1
CCOC(=O)C[C@H]1c2ccc(C(F)(F)F)cc2S(=O)(=O)N1c1cccc(OC)c1
 : 3% | -2 | 1
O=C(Nc1ccccc1)O[C@@H]1C[C@H]2CCCC(=O)N3CC[C@@H](C1)[C@@H]23
 : -24% | 9 | 1
O=C(c1ccc(-c2ccccc2Cl)o1)N1CCCCCCC1
 : -4% | 1 | 2
COc1ccccc1NC(=O)CSc1n[nH]c(-c2ccco2)n1
 : -6% | -3 | -5
CCC1CCCCN1C(=O)CCn1c(=O)oc2ccccc21 (stereo not given)
 : -3% | 4 | 2

An excerpt; count on the stated rates, not on these rows.
